VLA-4 inh – inhibition in a human VLA-4 binding assay | P13612 | VLA-4 expressing cells, ligand binding flow cytometry | inhibition, % (about 7 µM as worked out from the volumes in the protocol) | actives 0.2% (n = 330,000) | AID 2557; in the data active means inhibition above about 50%
Fam108B inh – blocks mouse Fam108B hydrolase in RBBP9 counter-screen; actives 0.33% (n = 300,000); AID 1947; recombinant Fam108B, FP-Rh probe fluorescence polarization; inhibition, % at 9.51 µM;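 active means inhibition above the screen mean inhibition plus 3 SD, computed separately per campaign, cut at about 18% in these data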;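 further: inhibitors lower polarization as less probe binds the enzyme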
GRK2 aptamer HTS – inhibitors of human GRK2 displacing RNA aptamer | actives 0.59% (n = 330,000) | bead flow cytometry, FAM-aptamer displacement from GRK2 | inhibition of aptamer binding, % at 10 µM | AID 488847 | P25098;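 active means inhibition of aptamer binding above 40%, roughly 3 SD of noise, on plates passing a quality check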;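 further: median bead fluorescence of bound FAM aptamer so fluorescent compounds give negative values; no value below 0 was filed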
Target sequence (P25098 whole entry, looked up): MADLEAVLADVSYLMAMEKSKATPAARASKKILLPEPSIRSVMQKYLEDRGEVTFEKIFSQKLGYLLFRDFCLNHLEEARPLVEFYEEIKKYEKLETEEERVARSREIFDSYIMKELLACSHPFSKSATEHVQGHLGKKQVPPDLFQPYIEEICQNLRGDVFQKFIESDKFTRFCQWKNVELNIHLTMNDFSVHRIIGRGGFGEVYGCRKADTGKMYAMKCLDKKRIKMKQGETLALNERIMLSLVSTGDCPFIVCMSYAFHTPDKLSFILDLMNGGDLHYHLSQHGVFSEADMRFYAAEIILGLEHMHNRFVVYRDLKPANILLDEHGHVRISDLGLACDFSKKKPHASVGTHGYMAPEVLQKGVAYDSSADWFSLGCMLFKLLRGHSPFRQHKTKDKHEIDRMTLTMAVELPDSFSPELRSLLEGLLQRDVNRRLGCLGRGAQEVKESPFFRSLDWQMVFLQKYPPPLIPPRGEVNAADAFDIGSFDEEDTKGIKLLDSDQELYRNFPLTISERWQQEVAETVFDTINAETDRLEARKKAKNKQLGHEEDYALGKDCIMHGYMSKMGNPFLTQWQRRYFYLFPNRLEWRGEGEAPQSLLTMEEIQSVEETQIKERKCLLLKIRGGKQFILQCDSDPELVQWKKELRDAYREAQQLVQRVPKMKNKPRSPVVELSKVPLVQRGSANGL
AGP1-GFP MLPCN – yeast TOR pathway AGP1-GFP modulation; AID 2066; actives 0.02% (n = 320,000); S. cerevisiae AGP1-GFP multiplex flow cytometry, 3 h; GFP as percent of DMSO wells; GFP response vs DMSO, % at 10 µM;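 active means GFP response relative to DMSO above a set limit, near screen average plus 3 SD, cut at about 150% in these data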;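 further: median GFP channel fluorescence of the gated AGP1 strain per well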
CIT2-GFP yeast – alters CIT2-GFP fluorescence in TOR pathway yeast screen; GFP response vs DMSO, % at 10 µM; AID 2029; actives 0.065% (n = 320,000); S. cerevisiae CIT2-GFP strain, flow cytometry, 3 h; 100 means same as DMSO wells;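 active means GFP response relative to DMSO above a set limit, near the screen mean plus 3 SD, cut at about 150% in these data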;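 further: ratio of well median GFP fluorescence to mean of DMSO wells on the plate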
BCLXL inh – inhibitors of human Bcl-xL; inhibition, % at 10.9 µM; Q07817; GST-Bcl-xL / FITC-Bim BH3 peptide fluorescence polarization; actives 0.7% (n = 320,000);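 active means inhibition above the mean of all tested compounds plus 3 SD, cutoff set per campaign, cut at about 30% in these data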;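 further: 0% = DMSO wells and 100% = unlabeled Bim-BH3 peptide competitor; inhibitors lower millipolarization by displacing the labeled peptide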
Target sequence (Q07817 whole entry, looked up): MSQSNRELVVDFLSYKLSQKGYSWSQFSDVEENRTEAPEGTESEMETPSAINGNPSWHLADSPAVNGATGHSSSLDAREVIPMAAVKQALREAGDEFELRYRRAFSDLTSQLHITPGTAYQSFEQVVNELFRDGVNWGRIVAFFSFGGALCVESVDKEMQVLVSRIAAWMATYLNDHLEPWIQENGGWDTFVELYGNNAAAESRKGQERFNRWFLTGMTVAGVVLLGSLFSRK
MEX-5 binding – C. elegans MEX-5 TCR-2 RNA binding activity. Q9XUB2. MEX-5/FITC-TCR2 RNA binding, fluorescence polarization; hits give low values. activity score (negative = inhibition of binding), % at 10 µM. actives 0.38% (n = 300,000). AID 1832;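 active means inhibition past about -25% in most replicates, and total fluorescence under double the plate's negative control median, limit read from the data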;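 further: 0% = DMSO and -100% = 5 µM competing unlabeled TCR2 RNA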
GLD-1 TGE inh – GLD-1-TGE RNA interaction inhibition (C. elegans) | purified GLD-1 + fluorescein TGE RNA, fluorescence polarization | inhibition, % at 5.96 µM | Q17339 | actives 0.44% (n = 320,000);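 active means percent inhibition above a per-plate cutoff, the plate mean of test compounds plus 3 SD, cut at about 30% in these data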;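 further: 0% = DMSO wells with GLD-1 and probe and 100% = wells lacking GLD-1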
MCL1 BIM primary – inhibitors of human MCL1 binding to BIM-BH3 peptide; actives 0.68% (n = 320,000); Q07820; GST-MCL1 / FITC-Bim-BH3 fluorescence polarization; inhibition, % at 10.9 µM;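 active means inhibition above the mean inhibition of all tested compounds plus 3 SD, set per campaign, cut at about 40% in these data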;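 further: 0% = DMSO wells and 100% = unlabeled Bim-BH3 peptide control; higher means more loss of mP so more displacement of Bim peptide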
* hit, by the source's call; . = not tested or not shown; [ ] = another dose, or the depositor's remark.

The first 4 compounds, to show the layout:
SMILES	VLA-4 inh	Fam108B inh	GRK2 aptamer HTS	AGP1-GFP MLPCN	CIT2-GFP yeast	BCLXL inh	MEX-5 binding	GLD-1 TGE inh	MCL1 BIM primary
COc1ccc(NC(=O)c2cccs2)cc1C(=O)N1CCN(c2ccccc2)CC1	14	-2	0	101	97	5	0.3	-4	2
COc1ccc(CN2CC(C(=O)NCCCN3CCN(Cc4ccccc4)CC3)CC2=O)cc1 (stereo unspecified)	0	-1	0	98	107	1	-0.7	3	10
CCOC(=O)CCCNC(=O)COC(=O)c1cc(Br)c(Br)s1	0	8	0	96	97	2	1.4	1	3
Cc1c(CC(=O)NCC(=O)O)c(=O)oc2cc3occ(-c4ccccc4)c3cc12	1	0	0	97	102	11	0.3	-2	2

Results, from the start:
SMILES	VLA-4 inh	Fam108B inh	GRK2 aptamer HTS	AGP1-GFP MLPCN	CIT2-GFP yeast	BCLXL inh	MEX-5 binding	GLD-1 TGE inh	MCL1 BIM primary
COc1ccc(NC(=O)c2cccs2)cc1C(=O)N1CCN(c2ccccc2)CC1	14	-2	0	101	97	5	0.3	-4	2
COc1ccc(CN2CC(C(=O)NCCCN3CCN(Cc4ccccc4)CC3)CC2=O)cc1 (stereo unspecified)	0	-1	0	98	107	1	-0.7	3	10
CCOC(=O)CCCNC(=O)COC(=O)c1cc(Br)c(Br)s1	0	8	0	96	97	2	1.4	1	3
Cc1c(CC(=O)NCC(=O)O)c(=O)oc2cc3occ(-c4ccccc4)c3cc12	1	0	0	97	102	11	0.3	-2	2
N#Cc1ccc(S(=O)(=O)NC2CCN(Cc3ccccc3)CC2)cc1	0	-2	0	114	99	7	-5.8	1	3
Cc1nnc(SC(C)C(=O)Nc2ccc(Cl)cc2Cl)[nH]c1=O (stereo unspecified)	3	.	2	99	100	.	.	4	.
O=c1sc2ccccc2n1COc1ccc(Cl)cc1	2	1	3	87	101	3	2.4	2	5
CC(Sc1nc(C(C)(C)C)cc(-c2ccccc2)c1C#N)C(=O)Nc1ccccc1 (stereo unspecified)	5	-14	0	110	115	5	-0.4	-3	2
NNc1nc(N)c2c(n1)-c1ccccc1CC21CCCC1	-11	-4	0	99	102	2	3.1	-1	-3
CCN(CC)C1CCN(C(=O)c2cc(COc3ccc(-n4cncn4)cc3)on2)C1 (stereo unspecified)	5	2	0	90	.	2	0.5	5	8
O=c1c2ccccc2nc(-c2ccccc2)n1CCN1CCOCC1	0	-2	0	128	105	3	-2.2	-3	3
CC(C)Cn1c(-c2nn(C)cc2Cl)n[nH]c1=S	5	0	0	58	104	-12	0.1	-5	-6
COC(=O)c1ccc(C(NC(=O)OCc2ccccc2)/C(F)=C/[C@@H](C)C(=O)O)cc1 (stereo partly specified)	-9	0	3	89	93	4	2.7	6	10
O=C1Nc2ccccc2C12OCC1(CO2)COC2(OC1)C(=O)Nc1ccccc12 (stereo unspecified)	-5	-4	8	105	.	3	1.5	1	-2
COc1ccc(Br)c(C(=O)OCC(=O)NC2CCCCCC2)c1	1	.	4	90	89	-1	.	-1	3
Clc1ccc(C2[C@H]3CN(CC4CCCCC4)[C@H](c4ccccc4)C34CC2(c2cccnc2)C4)cn1 (stereo partly specified)	29	1	0	73	65	5	2.3	-6	7
CC(NC(=O)c1ccc2c(c1)OCO2)c1ccccc1 (stereo unspecified)	1	-5	0	101	98	0	-0.3	6	4
Cc1ccc(Nc2nnc(-c3ccc4c(c3)OCO4)o2)c(C)c1	10	-3	0	84	99	4	-1.2	1	11
CCOC(=O)C1(Cc2ccccc2)CCCN(CCO)C1 (stereo unspecified)	9	0	0	99	101	7	0.0	-2	3
COc1ccc2cc(Br)ccc2c1CC(=O)N(C)C	8	0	0	103	97	4	3.0	-7	-3
CCC(Sc1ncccc1C(=O)Oc1cccc([N+](=O)[O-])c1)C(=O)Nc1ccccc1OC (stereo unspecified)	-6	-9	0	100	103	2	-1.7	2	8
Cc1ccsc1C(=O)NNC(=S)NCC(C)C	-2	-1	3	97	95	4	-0.3	6	3
Cc1ccc(C(=O)Nc2cccc([N+](=O)[O-])c2)cc1S(=O)(=O)Nc1cccc(C(=O)O)c1	11	-5	1	114	94	10	1.0	4	15
O=C(NCCC1=CCCCC1)c1cnccn1	-7	-1	0	95	84	8	2.4	7	16
CSCCOC(=O)COc1ccc(/C=N/NC(=O)c2nn(C)cc2Cl)cc1	11	7	5	99	100	-3	1.5	4	4

Part of the list above with just MCL1 BIM primary.
Structure	MCL1 BIM primary
CC(Sc1nc(C(C)(C)C)cc(-c2ccccc2)c1C#N)C(=O)Nc1ccccc1 (stereo unspecified)	2
NNc1nc(N)c2c(n1)-c1ccccc1CC21CCCC1	-3
CCN(CC)C1CCN(C(=O)c2cc(COc3ccc(-n4cncn4)cc3)on2)C1 (stereo unspecified)	8

Next section
SMILES	VLA-4 inh	Fam108B inh	GRK2 aptamer HTS	AGP1-GFP MLPCN	CIT2-GFP yeast	BCLXL inh	MEX-5 binding	GLD-1 TGE inh	MCL1 BIM primary
CCOC(=O)c1c(NC(=O)c2cccs2)sc(C(=O)N(C)C)c1C	-1	4	1	95	83	-1	-0.1	0	-4
C/C(=N\NC(=O)c1cccc([N+](=O)[O-])c1)c1ccco1	0	1	0	104	105	9	.	-2	4
Cc1sc2ncnc(N3CCC(C(=O)Nc4ccc(Cl)cc4Cl)CC3)c2c1C	1	-10	0	95	92	-10	1.7	-4	-17
CCOc1ccc(OCC)c(NC(=O)CCS(=O)(=O)c2ccc(C)cc2)c1	2	-13	0	97	97	0	-1.1	2	1
CC(=O)/C(=N\Nc1cccc(Cl)c1)Sc1cccc2cccnc12	12	-4	1	102	104	4	-0.4	2	5
COc1ccc(NC(=S)NC2CCCC2)c(OC)c1	-48	1	0	100	95	2	-2.7	-3	3
COc1ccc(NC(C)C(=O)Nc2cc(C(F)(F)F)ccc2N2CCOCC2)c(OC)c1 (stereo unspecified)	-9	0	0	99	95	2	3.9	6	-1
COc1ccc([C@H]2CC(=O)C=C(c3ccc4c(c3)OCO4)C2)cc1	-7	.	1	107	99	0	.	3	-1
C/C(=N\NC(=O)C(=O)Nc1ccc(C)c(Cl)c1)c1ccncc1	2	2	0	106	100	6	1.5	0	8
COc1cccc(N2CC34C=CC(O3)C(C(=O)O)C4C2=O)c1 (stereo unspecified)	-9	2	0	99	97	7	0.7	1	13
COc1ccc(N(CC(=O)NC2CCCC2)C(=O)Cn2nnc(-c3ccc(OC)c(OC)c3)n2)c(OC)c1	-1	0	0	102	101	6	0.8	10	2
Cc1ccc(NC(=O)C(C)OC(=O)COc2cccc(C(F)(F)F)c2)cc1 (stereo unspecified)	-15	.	0	94	91	-5	.	5	-14
N#Cc1ccc(Oc2nc(C(N)=O)cc(-c3ccccc3)n2)cc1	21	0	0	98	106	0	-1.5	1	0
CSc1ccccc1C(=O)NC(C)c1ccc(-n2ccnc2)cc1 (stereo unspecified)	-14	1	0	103[may fluoresce red]	99[may fluoresce red]	1	-0.2	-10	8
CCOc1ccc(OCCC(=O)OCC(=O)c2c(N)n(C)c(=O)n(C)c2=O)cc1	13	0	4	111	101	-2	-3.1	0	-5
Cc1cc(C)nc(SCCn2c(N3CCOCC3)nc3c2c(=O)[nH]c(=O)n3C)n1	3	2	0	83	98	5	1.6	7	7
Cc1ccc(-c2ccc(C(=O)O)o2)cc1Cl	4	-1	3	89	88	4	1.8	-2	3
Cc1nnc(SCC(=O)N2CCCC(N3CCN(c4ccc(F)cc4)CC3)C2)o1 (stereo unspecified)	3	-1	2	101	94	4	-0.7	3	8
CC(=O)Nc1sc(C)c(C)c1C(=O)OCC(=O)N(C)C1CCS(=O)(=O)C1 (stereo unspecified)	3	-5	1	104	99	-7	-2.1	2	-10
CCN(CCS(=O)(=O)c1ccc(Cl)cc1)C(=O)Nc1ccc(Cl)cc1	-4	1	0	114	99	-3	0.2	-2	-5
c1ccc(Oc2cc(-n3cncn3)ncn2)cc1	-8	-2	1	107	108	0	-0.4	-2	3
Cc1ccc(Nc2nc(-c3ccccc3)cs2)nc1	4	.	1	93	101	.	-1.3	.	.
Clc1ccc(-n2nnnc2-c2cnc3ccccc3c2-c2ccccc2)cc1	-7	-3	0	97	85	2	3.9	2	5
Cc1ncc([N+](=O)[O-])n1CCOC(=O)NC(Nc1ccc(F)cc1)C(Cl)(Cl)Cl (stereo unspecified)	9	-3	0	101	96	2	1.6	-3	-2
CCc1nc2ccccc2nc1N1CCN(S(=O)(=O)c2ccc(Cl)cc2)CC1	1	0	1	109	100	-2	2.2	6	-6

The list goes on:
SMILES	VLA-4 inh	Fam108B inh	GRK2 aptamer HTS	AGP1-GFP MLPCN	CIT2-GFP yeast	BCLXL inh	MEX-5 binding	GLD-1 TGE inh	MCL1 BIM primary
NC(N)=N/N=C/c1ccc(Cl)cc1Cl	24	0	0	111	101	-2	0.7	-1	2
O=C(Nc1cc(S(=O)(=O)N2CCOCC2)ccc1N1CCCCC1)c1cc(-c2ccccn2)nc2ccccc12	-14	-3	0	103	103	6	-4.2	-2	10
Cn1c(SCC(=O)NCc2ccc3c(c2)OCO3)ncc(C(=O)Nc2ccc(F)cc2)c1=O	7	1	0	95	101	0	-2.3	5	0
O=C(N1CCOCC1)N(Cc1ccco1)CC1CCCO1 (stereo unspecified)	20	4	2	117	105	10	-3.2	3	4
c1ccc(-c2cncnc2)cc1	3	.	1	105	103	3	.	6	-1
O=C(NC(=S)Nc1cccc(S(=O)(=O)NC2=NCCC2)c1)c1cc(-c2ccco2)nc2ccccc12	-1	0	0	103	108	44*	1.4	21	54*
CC(=O)c1cc2c(cc1NC(=O)CN1Cc3ccccc3C1=O)OCO2	-10	5	0	108	109	3	0.4	4	2
COc1ccc(NC(=O)Cc2nnc(SCC(=O)c3ccccc3)n2C)cc1	4	4	2	97	100	-5	0.7	0	-1

6 compounds drawn at random from the list so far:
SMILES	VLA-4 inh	Fam108B inh	GRK2 aptamer HTS	AGP1-GFP MLPCN	CIT2-GFP yeast	BCLXL inh	MEX-5 binding	GLD-1 TGE inh	MCL1 BIM primary
COc1ccc(NC(=O)Cc2nnc(SCC(=O)c3ccccc3)n2C)cc1	4	4	2	97	100	-5	0.7	0	-1
O=C(Nc1cc(S(=O)(=O)N2CCOCC2)ccc1N1CCCCC1)c1cc(-c2ccccn2)nc2ccccc12	-14	-3	0	103	103	6	-4.2	-2	10
Cn1c(SCC(=O)NCc2ccc3c(c2)OCO3)ncc(C(=O)Nc2ccc(F)cc2)c1=O	7	1	0	95	101	0	-2.3	5	0
c1ccc(-c2cncnc2)cc1	3	.	1	105	103	3	.	6	-1
O=C(NC(=S)Nc1cccc(S(=O)(=O)NC2=NCCC2)c1)c1cc(-c2ccco2)nc2ccccc12	-1	0	0	103	108	44*	1.4	21	54*
NC(N)=N/N=C/c1ccc(Cl)cc1Cl	24	0	0	111	101	-2	0.7	-1	2

High-throughput results (PubChem BioAssay)
